CYP2C19 act: activators of human cytochrome P450 2C19; P33261; recombinant CYP2C19, luciferin-H EGE luminescence; active compounds read high; 0 = fully inhibited enzyme, 1 = untreated enzyme; activation factor at 5 µM; 96,000 tested, under 10 active;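 active means activation factor of at least 2 at 5 µM in the primary screen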;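 further: 0 = wells with 2.5 mM tranylcypromine and 1 = vehicle-only wells; values of inactives mirror those of a sister screen read the other way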
CYP2C9 activ: CYP2C9 (human) activation; AID 1024; 96,000 compounds, 1.4% hits; recombinant CYP2C9, luciferin-H conversion, luminescence; active compounds read high; factor 1 = untreated enzyme, 0 = blocked; activation factor at 5 µM; P11712;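 active means activation factor of 2 or more for CYP2C9 at a 5 µM dose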;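 further: 0 = sulfaphenazole-blocked wells and 1 = vehicle-only wells; values of inactives mirror those of a sister screen read the other way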
HIV Rev-RRE inh: disrupts HIV-1 Rev binding to RRE RNA; P05866; Rev peptide-RRE RNA binding, FRET; inhibition, % at 8 µM; 97,000 compounds, 0.79% hits;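 active means inhibition above the screen-wide mean plus 3 SD, cut at about 35% in these data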;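 further: 0% = median DMSO wells and 100% = median Neomycin B control wells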
Target sequence (P05866 whole entry, looked up): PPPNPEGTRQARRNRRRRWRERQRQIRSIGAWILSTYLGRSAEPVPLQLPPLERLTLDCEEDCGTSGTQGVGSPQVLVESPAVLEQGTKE
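Probe or stimulus: fluorescein-Rev peptide as binding partner; assay system: Cy5-tagged RRE RNA duplex with fluorescein-tagged Rev peptide; timing: 5 min compound–RNA preincubation, then 15 min with peptide, 25 °C; medium: HEPES pH 7.5 buffer with KCl, MgCl2, NaCl and EDTA; signal: fluorescein-to-Cy5 FRET, 480 nm excitation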
PLK1 kinase inh: blocks human PLK1 kinase activity; 97,000 compounds, 0.53% hits; inhibition, % at 10 µM; recombinant PLK1 kinase, TR-FRET peptide phosphorylation; AID 619;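 active means inhibition of 50% or more in the single-concentration screen; inactive means inhibition below 50%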;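 further: 0% = DMSO max control and 100% = H-89 dihydrochloride min control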
CYP2C9 inhib: inhibitors of human CYP2C9. P11712. CYP2C9 Supersomes, luciferin-H conversion, luminescence. inhibition, % at 5 µM. 96,000 compounds, 20% hits;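 active means blocking of liver enzyme CYP2C9 beyond about 50% at 5 µM, limit read from the data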; further: values of inactives mirror those of a sister screen read the other way
CYP2C19 inh: inhibitors of human CYP2C19 | CYP2C19 Supersomes, luciferin-H EGE luminescence, 30 min | inhibition, % at 5 µM | 96,000 compounds, 21% hits;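 active means CYP2C19 inhibition above a set limit at 5 µM in the primary screen, cut at about 50% in these data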;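 further: plate controls were negative control wells for no effect and 2.5 mM tranylcypromine positive control for full effect; values of inactives mirror those of a sister screen read the other way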
EphB4 ephrin blk: blocks human EphB4 binding to ephrin-B2; P54760; EphB4 LBD / TNYL-RAW-Alexa532 peptide, fluorescence polarization; inhibition, % at 7 µM; 97,000 compounds, 0.15% hits;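 active means inhibition above the screen-wide mean inhibition plus 3 SD, cut at about 15% in these data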;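 further: 0% = DMSO wells and 100% = excess unlabeled TNYL-RAW peptide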
Target sequence (P54760 whole entry, looked up, the tested form may be a part): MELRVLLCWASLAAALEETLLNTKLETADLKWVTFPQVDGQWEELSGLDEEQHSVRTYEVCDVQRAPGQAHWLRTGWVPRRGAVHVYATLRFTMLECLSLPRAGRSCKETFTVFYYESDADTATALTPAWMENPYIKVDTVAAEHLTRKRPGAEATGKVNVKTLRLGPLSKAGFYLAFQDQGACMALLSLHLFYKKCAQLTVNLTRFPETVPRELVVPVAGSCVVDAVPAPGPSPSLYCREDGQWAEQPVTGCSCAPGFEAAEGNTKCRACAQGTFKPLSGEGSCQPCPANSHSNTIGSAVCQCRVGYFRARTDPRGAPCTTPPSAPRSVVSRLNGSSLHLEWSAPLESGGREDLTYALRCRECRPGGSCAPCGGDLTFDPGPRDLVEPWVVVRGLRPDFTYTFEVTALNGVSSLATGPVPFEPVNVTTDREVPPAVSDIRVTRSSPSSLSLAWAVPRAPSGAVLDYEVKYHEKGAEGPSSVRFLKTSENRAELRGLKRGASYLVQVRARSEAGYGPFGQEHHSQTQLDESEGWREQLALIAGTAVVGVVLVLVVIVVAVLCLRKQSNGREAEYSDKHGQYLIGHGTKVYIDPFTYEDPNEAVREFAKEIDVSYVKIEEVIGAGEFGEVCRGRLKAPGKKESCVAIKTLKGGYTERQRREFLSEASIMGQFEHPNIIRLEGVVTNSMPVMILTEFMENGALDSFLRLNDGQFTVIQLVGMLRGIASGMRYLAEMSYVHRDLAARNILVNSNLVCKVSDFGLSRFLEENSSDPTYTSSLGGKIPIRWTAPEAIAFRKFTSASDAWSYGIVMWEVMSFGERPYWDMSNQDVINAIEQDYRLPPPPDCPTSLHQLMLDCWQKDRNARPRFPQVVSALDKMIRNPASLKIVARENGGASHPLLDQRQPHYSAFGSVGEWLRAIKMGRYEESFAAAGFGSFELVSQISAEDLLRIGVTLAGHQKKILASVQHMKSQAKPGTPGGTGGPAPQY
PLAP activator: human PLAP activation. purified PLAP enzyme, luminescent substrate read-out; active compounds read high. activation fold at 20 µM. 96,000 compounds, 1.2% hits; in the data active means activation fold above about 2
PLK1 PBD inh: Plk1 (human) PBD binding inhibition. P53350. Plk1 PBD phosphopeptide binding, fluorescence polarization. inhibition, %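 (tested at about 20 µM)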. 97,000 compounds, 0.13% hits. AID 693; in the data active means inhibition above about 34%, passing the limit was not always enough
* marks the source's active call; other numbers are inactive results; x = not tested or not shown.

SMILES	CYP2C19 act	CYP2C9 activ	HIV Rev-RRE inh	PLK1 kinase inh	CYP2C9 inhib	CYP2C19 inh	EphB4 ephrin blk	PLAP activator	PLK1 PBD inh
CCOC(=O)C1CCN(c2cc(=O)n(C3CCCCC3)c(=O)[nH]2)CC1	0.9	0.8	2	-10	15	8	-4	1	5
CCOC(=O)c1c(-c2ccc(C)o2)csc1NC(=O)CSc1nnnn1-c1ccccc1	0.2	0	0	0	96*	80*	-5	1.6	21
O=C(CN1C(=O)c2ccccc2C1=O)Nc1cccnc1	0.9	0.9	12	-14	13	10	9	0.9	8
CNC(=O)c1[nH]cnc1C(=O)Nc1ccc(C)cc1	x	x	5	-5	x	x	6	x	-14
COc1ccc(NC(=O)C2CCN(c3nc(C)nc4c3CCC4)CC2)cc1	0.7	0.6	x	x	40	29	x	1.4	x
Cc1nn(Cc2ccccc2Cl)c(C)c1NC(=O)NC12CC3CC(CC(C3)C1)C2	0.9	0.7	-3	-11	27	15	-5	2*	-16
OC(CN(c1ccccc1)c1ccccc1)Cn1cnc2ccccc21 (stereo unspecified)	0	0	3	-4	98*	96*	4	1.6	8
C=CCC1(O)C(=O)N2C(=C1C(=O)N1CCOCC1)c1ccccc1CC2(C)C (stereo unspecified)	0.9	0.9	1	-13	11	5	3	1.4	-16
CCOC(=O)c1c(C)c(C(=O)Nc2ccc(N(C)C)cc2)c(C)n1CC	0.6	1.3	-1	-4	-33	41	-1	1.1	-16
Cc1nn(Cc2ccc(Cl)cc2)c(C)c1NC(=O)c1c(-c2ccccc2)noc1C	x	x	6	-15	x	x	12	x	14
Cc1ccc(-n2sc3ccccc3c2=O)cc1S(=O)(=O)N1CCCCC1	0.7	0.1	11	-14	89*	30	4	1	15
Cc1ccc(C)c(Cn2c(=O)n(-c3ccc(CC(=O)NCc4ccco4)cc3)c(=O)c3sccc32)c1	1.1	0.8	3	-16	23	-7	2	1.4	20

Part of the list above, limited to PLK1 kinase inh, CYP2C19 act and CYP2C9 inhib:
smiles | PLK1 kinase inh | CYP2C19 act | CYP2C9 inhib
C=CCC1(O)C(=O)N2C(=C1C(=O)N1CCOCC1)c1ccccc1CC2(C)C (stereo unspecified) | -13 | 0.9 | 11
CCOC(=O)c1c(C)c(C(=O)Nc2ccc(N(C)C)cc2)c(C)n1CC | -4 | 0.6 | -33
Cc1nn(Cc2ccc(Cl)cc2)c(C)c1NC(=O)c1c(-c2ccccc2)noc1C | -15 | x | x
Cc1ccc(-n2sc3ccccc3c2=O)cc1S(=O)(=O)N1CCCCC1 | -14 | 0.7 | 89*

Continuation.
SMILES	CYP2C19 act	CYP2C9 activ	HIV Rev-RRE inh	PLK1 kinase inh	CYP2C9 inhib	CYP2C19 inh	EphB4 ephrin blk	PLAP activator	PLK1 PBD inh
CC(C)(C)c1ccc(C2(C)NC(=O)N(CC(=O)c3ccc[nH]3)C2=O)cc1 (stereo unspecified)	1	1	8	-6	-1	-2	-1	1	-4
c1ccc(-n2nnnc2-c2cnc(-c3ccncc3)nc2-c2cccs2)cc1	x	x	3	0	x	x	1	x	-29
CCOc1ccc(Oc2nc(NCC(C)C)nc(N(C)C)n2)nn1	0.7	0.8	-3	-15	21	34	-7	1.3	-1
CCC1CCCCN1C(=O)CSc1nnc(-c2ccc(Cl)s2)o1 (stereo unspecified)	0.1	0.5	5	-13	46	95*	5	1	22
O=C(Oc1ccc2c(=O)c(Cl)coc2c1)c1ccncc1	0.3	0.2	9	-7	77*	75*	4	1	-8
O=C(NC1CCCCC1)N1CCN(c2ncccn2)CC1	0.4	0.8	5	-5	18	60*	-2	0.9	8
CCOc1ccc(-n2c(C)c(C(C)=O)c(C(C)=O)c2C)cc1	x	x	-6	-10	x	x	6	x	-6
Cc1cc(NC(=O)CSc2ccccc2)no1	0.5	0.6	4	-2	38	51*	2	1	24
COc1ccc(/C=C2\C(=O)N(Cc3ccc(F)cc3)CC(=O)N2Cc2ccccc2)cc1	0.3	0.1	13	-12	88*	72*	3	1.1	-4
CCOc1ccc(N2C(=O)NC(Cc3c[nH]c4ccccc34)C2=O)cc1 (stereo unspecified)	0.7	0.6	0	-4	36	30	-1	0.9	2
C=CCn1c(=O)c(C#N)cc2c(=O)n3ccccc3nc21	1.1	1	24	5	-4	-12	0	1	7
COc1cc(OC)c(C2CC(=O)N3CN(c4ccc(C)cc4)CSC3=C2C#N)cc1OC (stereo unspecified)	0.9	0.5	8	1	46	13	5	1.2	1
O=C(CSc1ccccc1Cl)N1CCC(c2nc3ccccc3s2)CC1	0.6	0.5	-3	-7	46	39	-9	1.3	16
Cn1c(C(=O)NCC2CCCO2)cc2c(=O)n(C)c3ccccc3c21 (stereo unspecified)	1	1.8	x	x	-83	5	x	1.3	x
Cc1ccc(C)c(N=Nc2nc3ccccc3n2C)c1	0.3	0.7	8	-9	32	66*	4	0.8	-17
COc1ccc(N/C(=N\c2nc(C)cc(C)n2)NC(C)=O)cc1OC	0.6	0.9	2	-19	14	42	3	1.2	-30
Cn1ncc(N=Cc2ccccc2)c1C(=O)Nc1cccc(Cl)c1	1.1	0.4	3	-4	56*	-15	0	1.4	-15
Cc1ccc2nnc(Cl)n2n1	0.8	1	1	-6	-1	24	-11	1	-36
CC(C)CC(c1nnnn1Cc1cccs1)N1CCN(c2nc3ccccc3s2)CC1 (stereo unspecified)	x	x	3	-4	x	x	3	x	3
O=C1CC(C2CCCO2)C(=O)N1Cc1ccccc1 (stereo unspecified)	0.5	1	3	3	3	47	-6	1.1	4
CCn1c(O)c(C=NC2CCCC2)sc1=S	0.3	0.5	7	3	51*	69*	1	0.8	13
CCCNC(=O)NC(=O)COC(=O)c1oc2ccc(OCC)cc2c1C	0.8	1.2	7	-6	-17	20	6	0.8	6
CC(=O)Nc1cccc2c1[n+]([O-])c(C)c(C)[n+]2[O-]	0.9	1.1	x	x	-8	5	x	0.9	x
O=C(CSc1ncc(C(F)(F)F)cc1Cl)N1CCN(S(=O)(=O)c2ccc3ccccc3c2)CC1	0.9	0.6	-1	-7	39	12	-6	1.5	2
Cc1occc1-c1nc(-c2ccccn2)no1	0.2	0.5	3	-12	48	76*	-1	1.1	-1
CCOCC(=O)Nc1cccc(Br)c1	0.8	1	8	-3	-4	16	-8	1	3
O=C1NC2(CCCCC2)C(=O)N1CCS(=O)(=O)Oc1ccccc1	0.6	1	4	2	3	39	0	0.9	-22
CC(/C=N/NC(=O)Cc1cc(=O)[nH][nH]1)=C\c1ccccc1	1	1	1	-8	2	4	4	1.2	22
c1ccc(-n2c(-c3ccncc3)nnc2-c2cccs2)cc1	0.3	0.5	1	-10	54*	71*	-3	0.9	-20
Cn1c(SCc2ccc3c(c2)OCO3)nnc1-c1ccccc1	0	0.5	4	-4	50	98*	1	1.1	24
O=C(Nc1ccccc1-c1ccccc1)NC1CCN(C(=O)N2CCOCC2)CC1	x	x	0	-3	x	x	-1	x	6
CCOC(=O)C1=C(C)Nc2ccc(C)cc2S1	0.3	0.7	-1	-14	31	66*	4	1	-8
Cc1ccc(-c2n[nH]c(=O)c3ccccc23)cc1N	0.3	0.8	11	-10	23	68*	2	0.8	-15
O=C(NCC(c1cccs1)N1CCOCC1)c1ccco1 (stereo unspecified)	0.6	0.6	4	-8	36	44	-5	0.9	-8
C=CCn1c(C)cc(C(=O)CSc2n[nH]c(N)n2)c1C	0.7	2.6*	1	-12	-157	26	0	2.7*	18
Cc1nc2ccc(S(=O)(=O)NC(C(=O)NC3CCCC3)C(C)C)cc2s1 (stereo unspecified)	1	0.9	6	-17	14	0	0	1	-8
Cc1ccc(NCN2C(=O)C3C4C=CC(C4)C3C2=O)cc1 (stereo unspecified)	0.9	1.1	3	-1	-7	8	-5	0.9	39
CC1CCN(C(c2ccc(N(C)C)cc2)c2nnnn2Cc2ccc(F)cc2)CC1 (stereo unspecified)	0.7	1.1	4	-12	-7	26	1	1.2	-3
CCOC(=O)c1coc(CNC(=O)c2c(C)oc3c2CCCC3)c1	1	0.6	-1	4	41	3	2	1	-42
Cc1cccc(NC(=O)c2ccc(NS(=O)(=O)c3c(C)noc3C)cc2)c1	1	0.6	3	-14	40	4	0	1.2	-31
CC(C)C(O)(C#CCN1CCCCC1)c1ccccc1 (stereo unspecified)	0.3	0.9	7	-4	11	72*	5	1	-9
COc1nc2ccccc2c(=O)n1OCC(C)C	0.2	0.8	4	-5	19	82*	-1	0.9	19
CC(C)Cc1nc(SCC(=O)Nc2ccc(S(N)(=O)=O)cc2)n[nH]1	0.8	0.8	3	-11	21	18	-3	1.6	-6
COCCCNc1ncnc2ccc(C)cc12	x	x	8	-3	x	x	-2	x	5
Cc1noc(C)c1CS(=O)(=O)c1ccc(Br)cc1	0	0.9	0	-11	6	98*	-10	1.1	-5
CCc1ccc(OCCNC(=O)c2ccccc2SCc2ccc(F)cc2)cc1	0.5	0.5	2	-5	50*	51*	-8	0.9	16
Cc1cc(N2CCN(c3nnnn3-c3ccccc3)CC2)n2ncnc2n1	0.3	0.7	x	x	31	66*	x	0.8	x
CSc1ccccc1NC(=O)c1ccncc1	0.3	1	4	-1	0	66*	-1	1	12
COc1cc(Br)cc(CN2CCN(C/C=C/c3ccccc3)CC2)c1O	0.4	0.6	3	-8	35	60*	5	1.7	-19
Cc1nn2c(-c3ccc(Cl)cc3)ccnc2c1-c1ccccc1	1.1	1.2	12	-7	-23	-6	-4	1	-6
CCNC(=S)Nc1ccc(N(c2ccccc2)C(C)C)cc1	0.8	0.9	-5	-6	12	20	-5	1	-40
COc1ccc(N2C(=O)CC(NC34CC5CC(CC(C5)C3)C4)C2=O)c(OC)c1 (stereo unspecified)	1	1	5	1	3	-2	9	1.6	6
CCSc1nc2ccccc2n1S(=O)(=O)c1ccccc1	0.9	1	11	-26	-2	15	1	1	6
CCCCNS(=O)(=O)c1ccc2nc(SCC(=O)c3ccc(C#N)cc3)[nH]c2c1	0.3	0.1	x	x	88*	74*	x	2*	x
CC(C)CCNC(=O)CCCOc1ccccc1	0.5	1.1	2	-7	-12	54*	0	0.9	-35
COCCNC(=O)C(c1cccs1)N(C(=O)Cn1nnc2ccccc21)c1cccc(C)c1 (stereo unspecified)	0.8	0.5	2	-4	49	25	-4	1.6	15
COc1cc(NS(=O)(=O)c2cccc3nsnc23)cc(OC)c1	0.1	0.5	1	-2	45	93*	-7	1.3	-15
O=C(C1CCCN(S(=O)(=O)c2cccnc2)C1)N1CCN(c2ccccn2)CC1 (stereo unspecified)	0.9	0.4	0	-7	63*	9	-8	1.1	-3
CNC(=O)NC1CCCCc2sccc21 (stereo unspecified)	0.8	1	8	-8	3	21	10	1	-25
CCN(CC)S(=O)(=O)N1CCC(C(=O)NCC2COc3ccccc3O2)CC1 (stereo unspecified)	x	x	-4	-5	x	x	-2	x	1
Going on with the list:
SMILES	CYP2C19 act	CYP2C9 activ	HIV Rev-RRE inh	PLK1 kinase inh	CYP2C9 inhib	CYP2C19 inh	EphB4 ephrin blk	PLAP activator	PLK1 PBD inh
Cc1cc(C)nc(NS(=O)(=O)c2ccc(NC(=S)NC(=O)C3CCCC3)cc2)n1	0.9	0.6	-5	-8	39	12	4	1.7	-17
COC(=O)CCS(=O)(=O)c1ccc(NC(C)=O)cc1	0.9	1.1	4	-4	-10	6	-2	1.2	-23
N#Cc1nc(COc2ccccc2)oc1N1CCOCC1	0.8	1	2	-1	0	24	5	0.8	30
Cc1nn(Cc2cccc(C(=O)NC(C)c3ccc(C(C)(C)C)cc3)c2)c(C)c1[N+](=O)[O-] (stereo unspecified)	0.2	0.1	15	-5	87*	78*	1	1.8	3
